human PMI inhibition = MPI enzyme activity inhibition – biochemical, fluorescence intensity, coupled assay, primary screen (AID 1209) | purified PMI enzyme, coupled fluorescence intensity; higher % means a stronger effect | inhibition, % at 20 µM, or IC50 in µM where a hit was titrated | 0.42% of 190,000 active;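 further: plate controls were DMSO vehicle for no effect and wells lacking substrate for full effect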
Hep lipid drop = hepatic lipid droplet formation modulation; inhibition, % at 6.5 µM; 0.4% of 240,000 active; AML12 mouse hepatocytes, oleate lipid droplets, BODIPY imaging;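 active means lipid droplet intensity inhibited by at least 50%, with more than 500 cells counted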
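Material: mouse AML12 hepatocyte cell line, fixed after treatment; Timing: compound with oleate, overnight; Technique: high-content imaging of BODIPY-stained droplets and DAPI nuclei; Probe or stimulus: oleate, 100 µM final; Dosing: compound at 6.5 µM only.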
TNAP activators = stimulation of alkaline phosphatase TNAP activity – biochemical, luminescent, no phosphate acceptor, uHTS, primary screen (AID 1001). 0.03% of 200,000 active. purified TNAP, luminescent activation assay, no phosphate acceptor; higher activation fold means a stronger effect. activation fold at 20 µM; hits with a dose series show EC50 in µM; in the data active means activation fold from about 3, or a potency from the dose series; inactive means the rest, 99 in 100 with activation fold below about 1.6; further: many of its hits are not listed in these tables
MT stabilize HCS = stabilizes microtubules in HeLa cells; HeLa tubulin immunostaining HCS, 24 h; share of cells brighter than vehicle mean+2SD; AID 2205; 0.83% of 200,000 active; % tubulin-high responders, % at 10 µM;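 active means plate Z-score above 3 for both tubulin-high and condensed-nucleus cell shares, with cell loss under 80%, at 10 µM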;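 further: anti alpha tubulin signal scored within the nucleus-defined area of each cell; some results filed as inactive read as strong as hits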
Autophagy HCS = modulators of autophagy; calls only at 10 µM (by protocol); 0.98% of 190,000 active; MEF GFP-LC3 puncta imaging; test concentration mostly 10 µM;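 active means percentage of spot-positive cells more than 3 SD above its plate mean, without a fluorescence outlier flag or 80% toxicity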;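 further: spot-positive cell cutoff set from DMSO-treated cells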
b-catenin transl = alters nuclear translocation of beta-catenin in HeLa cells. nuclear translocation activity, % at 5 µM. AID 1665. 0.3% of 190,000 active. immunofluorescence imaging;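 active means nuclear translocation activity above 50% at 5 µM, with a well cell count of 50 or more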;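 further: per-cell ratio of nuclear to cytoplasmic median beta-catenin stain intensity; plate controls were DMSO negative control for no effect and GSK-3 inhibitor IX positive control for full effect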
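System: Human HeLa cells, endogenous beta-catenin | Compound dosing: 5 µM primary, 0.02–20 µM confirmation | Timing: 24 h compound exposure at 37°C, 5% CO2 | Measured by: Fluorescence imaging of beta-catenin antibody stain plus DAPI | Read-out basis: % activation of per-cell nuclear versus cytoplasmic median beta-catenin signal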
T cell HTS = modulates CD8 T cell binding to vesicles; AID 2052; 2C CD8+ T cell-vesicle binding, flow cytometry; active compounds read low; calls only at 7 µM; 0.068% of 330,000 active;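 active means response, share of CD8 T cells binding vesicles, and their 90th percentile fluorescence all below set limits, cut at about 80% in these data, passing the limit was not always enough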
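Material: murine 2C transgenic CD8+ T lymphocytes / Also added: QL9-peptide-loaded Drosophila micro-vesicles bearing Ld, ICAM-1 and B7-1 / Schedule: binding step 1.5 h, 37 °C, antibody labelling 20 min, ice / Signal: flow cytometry, PE anti-B7-1 (FL2) versus Alexa647 anti-CD8 (FL8), PFA-fixed / Evaluation: percent CD8+ FL2 mean versus row control / Benchmarks: naked versus QL9-loaded vesicles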
PMI inhibition = MPI inhibition at elevated mannose 6-phosphate – biochemical, fluorescence intensity, high mannose 6-phosphate, primary screen (AID 1220). inhibition, % at 20 µM; hits with a dose series show IC50 in µM. recombinant PMI enzyme, coupled fluorescence intensity; higher % means a stronger effect. 0.66% of 190,000 active
Ins promoter up = MIN6 insulin promoter up-regulation; z-score at 5 µM; 0.3% of 190,000 active; MIN6 insulin promoter-GFP reporter, high-content imaging; active compounds read high; AID 1625;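 active means z-score above 3 at 5 µM with at least 500 cells counted in the well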
Ins promoter up cell count = also measured in Ins promoter up; calls as there; cell count; measured here: cytotoxicity, nuclei count;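 total cells summed across four imaged fields per well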
Hep lipid drop cells 6.5 µM = second read-out of Hep lipid drop, no call of its own (marks repeat the call); cell count; measured here: cell count, cytotoxicity flag;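 cells counted across two imaged fields per well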
b-catenin transl cell count 5 µM = further read-out of b-catenin transl, marked with its call; cell count; measured here: cell count, cytotoxicity flag
T cell HTS vesicle-bound % = recorded beside T cell HTS, whose call it bears; double positive events, %; measured here: CD8+ vesicle-bound cell fraction;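 binding gate set so that unloaded-vesicle control wells show 10% double positive cells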
MT stabilize HCS Hoechst-high % = also measured in MT stabilize HCS; calls as there; % Hoechst-high responders; measured here: nuclear condensation Hoechst responders;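 share of cells brighter than vehicle mean plus two SD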
MT stabilize HCS cytotoxicity % = also measured in MT stabilize HCS; calls as there; toxicity, %; measured here: cytotoxicity by cell density;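 0% = mean cell density of plate MIN control wells and 100% = no cells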
Autophagy HCS cell loss 18 h = also measured in Autophagy HCS; calls as there; toxicity, %; measured here: cell loss, nuclei count;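 cell loss after 18 h compound exposure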
* marks the source's active call; other numbers are inactive results; i = inactive; . = no result given; & = joins results of further samples. Unless noted, no stated cut-off is given here; in the data, active means inhibition above about 50%; inactive means the rest. Some of the compounds tested (hit frequency here may not be typical).

SMILES	human PMI inhibition	Hep lipid drop	Hep lipid drop cells 6.5 µM	TNAP activators	MT stabilize HCS	MT stabilize HCS Hoechst-high %	MT stabilize HCS cytotoxicity %	Autophagy HCS	Autophagy HCS cell loss 18 h	b-catenin transl	b-catenin transl cell count 5 µM	T cell HTS	T cell HTS vesicle-bound %	PMI inhibition	Ins promoter up	Ins promoter up cell count
CC1CN=C(Nc2ccccc2)S1 (stereo not given)	20%	-4	671	1	5.0	2.1	3.9	i	27	1.4	1011	.	.	20%	0.62	1773
O=C(NC(=O)N1CCC2(CC1)OCCO2)c1ccc(Cl)cc1	10%	-2	698	1	1.1	1.0	2.9	i	4	0.3	985	i	26	11%	0.91	1233
CCCC1=C(C(=O)OCC)C2(C(=O)Nc3ccc(C)cc32)C(C#N)=C(N)O1 (stereo not given)	8%	.	.	1.1	3.3	4.2	7.8	i	-17	-0.3	1142	i	30	8%	.	.
O=C(CSc1ccccc1)N1CCC2(CC1)OCCO2	10%	-4	670	1	1.3	1.7	6.8	i	2	0.7	1013	i	24	14%	-0.36	1852
COc1ccccc1-n1c(O)c(C=NCCCn2ccnc2)c(=O)[nH]c1=O	4%	.	.	1	3.6	1.4	3.4	i	-12	1.1	1096	i	30	7%	-1.6	954
COc1cccc(N2C(=O)CC(=O)NC2=O)c1	-16%	.	.	0.9	2.4	1.0	9.2	i	6	-2.4	1142	i	56	-10%	-0.61	1014
COc1cccc(-n2c(O)c(C=NCCN3CCOCC3)c(=O)[nH]c2=O)c1	-17%	.	.	1.1	4.5	3.3	14	i	4	.	.	i	25	-20%	.	.
CN1CCN(Cc2ccc(N)cc2)CC1	-4%	0	720	1	1.4	1.3	0.9	i	-1	-1.1	1041	i	24	2%	0.43	1648
CCCCOc1nc2ccccc2c(=O)n1-c1ccccc1	-11%	-12	605	1	3.1	2.9	0.3	i	-4	-2.8	518	i	12	-15%	0	1187
Cn1cc(C(=O)N2CCC3(CC2)OCCO3)c2c3ccccc3n(C)c2c1=O	-17%	.	.	1.1	5.8	4.0	16	i	20	-7.3	877	i	10	-43%	2.8	1112
O=C1CSC2N1CCNC21CCCCC1 (stereo not given)	-6%	.	.	1.1	5.6	2.3	7.5	i	-4	-3.3	904	i	20	-10%	1.4	1209
O=C(COc1ccc2ccccc2c1)N1CCN(CC2CC3C=CC2C3)CC1 (stereo not given)	16%	.	.	1	3.7	1.9	5.3	i	3	.	.	i	36	10%	.	.
COc1ccccc1N1CCN(Cc2cc(C)c(C)cc2O)CC1	2%	-1	763	1.1	1.9	1.3	5.8	i	29	-4.3	1222	i	42	2%	-0.85	931
N[C@@H](Cc1c[nH]c2ccccc12)c1nnc(SCc2c(F)cccc2Cl)o1	11%	.	.	1.1	1.4	1.6	0.2	i	11	0.0	1379	i	16	9%	-0.19	1470
CC(CCc1ccccc1)NCCC#N (stereo not given)	.	-9	701	.	.	.	.	.	.	-0.7	1347	i	56	.	-0.28	1091
O=C1NC(=O)N(Cc2ccccc2)C(=O)/C1=C/C=C/c1ccco1	.	-4	727	.	.	.	.	.	.	1.1	1351	i	21	.	2.6	1123
Cn1c(=O)n(CC(=O)N2CCC3(CC2)OCCO3)c(=O)c2ccccc21	-2%	8	684	1	2.5	3.0	7.3	i	8	-0.5	1077	i	12	-1%	0.56	1114
CC(Cc1ccccc1Sc1ccccc1)N(C)C (stereo not given)	-8%	4	703	1.1	3.9	3.6	3.4	i	2	-0.1	984	i	58	-4%	-1	1100
CC(=O)NC(Cc1ccc(N(CCCl)CCCl)cc1)C(=O)NCC(=O)NCC(=O)O (stereo not given)	-23%	1	726	1.1	4.3	1.8	2.8	i	-13	-0.2	1036	i	33	0%	0.5	1474
CCCC(=O)NC(Oc1ccc(C(C)=O)cc1)C(Cl)(Cl)Cl (stereo not given)	-2%	0	797	1.1	2.8	1.6	4.6	i	1	-2.9	997	i	40	0%	0.12	1625
O=Cc1cn(Cc2cccc(F)c2)c2ccccc12	-6%	28	588	1.1	9.1	4.8	13	i	-9	.	.	i	34	-6%	-0.31	1127
COC(=O)C1=C(C)OC(N)=C(C#N)C12C(=O)Nc1ccccc12 (stereo not given)	.	-8	565	1.1	2.7	1.3	8.0	i	12	-1.1	1427	i	10	.	-1.1	1597
Nc1nonc1OCCCCOc1nonc1N	3%	7	628	1.1	4.9	1.9	6.4	i	7	-1.5	1051	i	38	9%	1.2	1663
O=C(Nc1ccc(F)cc1F)c1cccnc1Oc1cccc(C(F)(F)F)c1	-2%	.	.	1.1	2.1	1.0	1.1	i	1	.	.	i	21	2%	.	.
Cc1ccc(-n2c(O)c(C=NC3CCCC3)c(=O)[nH]c2=O)c(C)c1	-10%	.	.	0.9	2.2	1.8	2.0	i	2	0.8	1075	i	48	-7%	-0.07	931
SMILES	human PMI inhibition	Hep lipid drop	Hep lipid drop cells 6.5 µM	TNAP activators	MT stabilize HCS	MT stabilize HCS Hoechst-high %	MT stabilize HCS cytotoxicity %	Autophagy HCS	Autophagy HCS cell loss 18 h	b-catenin transl	b-catenin transl cell count 5 µM	T cell HTS	T cell HTS vesicle-bound %	PMI inhibition	Ins promoter up	Ins promoter up cell count
O=C(C1CCN(S(=O)(=O)N2CCOCC2)CC1)N1CCC2(CC1)OCCO2	-4%	.	.	1	2.7	2.4	2.7	i	-14	-1.3	971	i	7	2%	0.69	1323
CCCCn1c(O)c(C(CC)=NCCc2ccccc2)c(=O)[nH]c1=O	13%	-25	658	1	4.8	1.3	7.3	i	6	-0.3	1048	i	38	16%	-0.14	1787
O=[P+](Cc1ccccc1)Cc1ccccc1	-1%	3	725	1.2	2.2	1.5	7.8	i	-1	.	.	i	45	-6%	.	.
Cc1c2cnn(CC(=O)N3CCC4(CC3)OCCO4)c(=O)c2c(C)n1Cc1ccccc1	9%	1	748	1.1	3.4	2.2	9.5	i	-5	-2.2	1059	i	61	6%	-0.24	1291
Cc1nc2ccccc2c(=O)n1-c1ccc(C(=O)O)cc1	.	-10	697	.	.	.	.	.	.	0.2	1317	i	58	.	-0.35	1067
O=C(c1cccc2ccccc12)C1CCCN(Cc2ccon2)C1 (stereo not given)	.	-47	732	.	.	.	.	.	.	0.4	1280	i	50	.	-0.48	972
CCCCCc1nc2ccccc2c(=O)n1-c1ccc(Cl)cc1[N+](=O)[O-]	-4%	.	.	1.1	2.0	2.3	11	i	10	-0.7	1368	i	44	-10%	1.9	1643
Cc1nc2c(-c3ccc(F)cc3)c(C)nn2c(C)c1CCC(=O)N1CCC2(CC1)OCCO2	10%	-7	754	1.1	6.3	2.3	7.6	i	25	.	.	i	10	7%	0.78	1198
CC(=O)Nc1cc(C(=O)N2CCC3(CC2)OCCO3)ccc1Sc1ccc(C)cc1	-4%	.	.	1.1	3.0	2.3	7.6	i	3	1.9	1373	i	57	-2%	-0.28	1500
Oc1ccc(C2NCc3ccccc3-n3cccc32)cc1Cl (stereo not given)	0%&-19%	14&-1	661&657	1&1.1	1.2&2.0	1.1&2.9	1.7&7.7	i	3&-9	-2.0&-1.4	1279&1065	i	52&30	-2%&-12%	-0.54&-0.42	1909&1160
O=C(C1CCC(=O)N1C1CCCCC1)N1CCC2(CC1)OCCO2 (stereo not given)	15%	.	.	1.1	5.0	2.4	3.8	i	0	-0.8	1452	i	16	13%	1.6	1305
CCCCCn1c(NC(=O)c2ccco2)c(C(=O)OCC)c2nc3ccccc3nc21	.	.	.	1.1	2.9	2.2	11	i	-2	-0.8	574	i	62	.	-0.29	1254
Cc1ccc(N2CCN(CCc3ccccc3)CC2)cc1	4%	.	.	1.1	2.0	1.2	6.3	i	15	1.0	809	i	8	3%	0.32	1400
COc1ccc(C2SCC(=O)Nc3c2c(=O)[nH]n3C2CCCCCC2)cc1 (stereo not given)	11%	.	.	1.1	4.3	2.0	2.1	i	11	-6.1	1073	i	32	13%	.	.
COc1ccc(Cl)cc1C(=O)C1CCCN(Cc2cnc(C)s2)C1 (stereo not given)	11%	-11	723	1.1	3.4	2.4	3.8	i	-14	-1.1	1494	i	57	9%	-0.47	1677
CC(C)(C)n1c(O)c(C=Nc2ccc3c(c2)CCC3)c(=O)[nH]c1=O	12%	-4	672	1	6.4	4.0	2.5	i	-8	0.4	995	i	38	6%	-1.6	1624
N#Cc1c(/N=C/c2ccc(O)cc2O)sc2c1C1CCN2CC1	22%	2	575	0.7	2.3	2.1	4.2	i	-7	0.8	1103	i	12	9%	-0.11	1295
Cn1c(C(=O)N2CCC3(CC2)OCCO3)cc2c(=O)n(C)c3ccccc3c21	18%	12	714	1.1	2.4	2.0	7.5	i	8	0.8	1028	i	6	15%	0.03	2055
CCc1ccccc1NC(=O)CNCc1ccccc1	5%	-13	709	1.1	1.8	1.3	4.9	i	-1	-0.5	1502	i	45	-2%	0.26	1423
Cc1ccc(CN2C(=O)NC(=O)C3(Cc4c(nc5ccccn5c4=O)N4CCCCCC43)C2=O)cc1 (stereo not given)	8%	1	735	1.1	5.8	2.2	7.7	i	-9	.	.	i	27	3%	0.04	1430
CCCCc1ncc(CN2CCCC(C(=O)c3ccc(SC)cc3)C2)[nH]1 (stereo not given)	1%	-35	566	1	2.8	2.1	4.3	i	16	1.7	1541	i	35	0%	-1.1	1190
O=C(c1c[nH]c2ccc(S(=O)(=O)N3CCOCC3)cc2c1=O)N1CCC2(CC1)OCCO2	-6%	20	684	1.1	1.8	1.7	9.4	i	6	.	.	i	57	-11%	1.1	1116

Individual results from the results shown.
O=C(C1CCC(=O)N1C1CCCCC1)N1CCC2(CC1)OCCO2 (stereo not given) @ MT stabilize HCS: 5.0
CCc1ccccc1NC(=O)CNCc1ccccc1 @ Ins promoter up: 0.26

Screening results as filed in PubChem BioAssay.
